Bioassay records from PubChem BioAssay.
TDP43 rescue – rescues yeast growth from TDP-43 toxicity; Potency, µM (series often up to 46.1 µM), for the others: top-dose growth rescue (activation), hits mostly activators; TDP-43 expressing yeast growth rescue, BacTiter-Glo, 24 h; 410,000 compounds, 1.8% hits; further: % of control where 0% means no effect; nearly all actives have a fitted effect of over 50% in size
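In this qHTS, compounds that restore growth of yeast expressing TDP-43 appear as activators. Cells (OD600=0.02, galactose medium, raffinose-pregrown) are incubated with compound 24 hr at 30 deg C and growth is quantified by BacTiter-Glo.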
HT1080 IDH1KD tx – kills HT-1080 cells with IDH1 knockdown. HT-1080 IDH1 knockdown viability, ATP luminescence, 48 h. Potency, µM (series often up to 46.1 µM), for the others: at the top dose activity, negative = toxicity, hits mostly cytotoxic. 360,000 compounds, 2% hits;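 further: 0% = DMSO wells and -100% = cell-free medium wells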
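Assay cells: HT-1080 with IDH1 knockdown, 750 per well, RPMI/5% FBS. Exposure: 48 h at 37 °C following 2 h pre-incubation. Read: CellTiter-Glo luminescence; fitted concentration-response, curve class assigned.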
HT1080-NT tox – kills 2HG-producing HT-1080-NT fibrosarcoma cells | 360,000 compounds, 1.6% hits | Potency, µM (series often up to 46.1 µM), without a hit: top-dose activity, negative = less viability, hits mostly cytotoxic | HT-1080-NT fibrosarcoma viability, CellTiter-Glo ATP luminescence, 48 h;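 further: NT is the 2HG producing partner of a matched IDH1 knockdown line; 0% = DMSO-treated cells and -100% = media-only wells without cells; nearly all actives have a fitted effect of over 55% in size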
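Compounds were tested in concentration-response format on HT-1080-NT cells for 48 hours at 37 degrees C. Cell viability came from CellTiter-Glo luminescence; curves were classified by r2, response magnitude and activity.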
GLP-1R agonist – agonists of human GLP-1 receptor; P43220; HEK293 GLP-1R CRE-luciferase, luminescence, 4-6 h; cells express a hypersensitive GLP-1R form; Potency, µM (titrated, usually from 45.6 µM), for inactives: top-dose activation, usual class: activators; 380,000 compounds, 0.007% hits; AID 624172; further: % of control where 0% means no effect
Target sequence (P43220 whole entry, looked up): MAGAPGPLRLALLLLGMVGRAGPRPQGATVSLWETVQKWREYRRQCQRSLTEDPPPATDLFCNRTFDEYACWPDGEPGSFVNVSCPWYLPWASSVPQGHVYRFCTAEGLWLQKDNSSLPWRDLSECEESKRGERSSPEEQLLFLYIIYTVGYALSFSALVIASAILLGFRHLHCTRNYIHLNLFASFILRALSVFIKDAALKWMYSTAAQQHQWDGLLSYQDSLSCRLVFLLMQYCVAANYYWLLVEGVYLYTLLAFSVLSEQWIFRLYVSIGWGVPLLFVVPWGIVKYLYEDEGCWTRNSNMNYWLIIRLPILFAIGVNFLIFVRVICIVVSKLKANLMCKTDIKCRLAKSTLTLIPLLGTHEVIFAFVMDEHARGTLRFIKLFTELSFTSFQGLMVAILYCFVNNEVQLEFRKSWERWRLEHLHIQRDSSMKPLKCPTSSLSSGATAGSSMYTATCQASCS
KB-3-1 tox – KB-3-1 parental cell cytotoxicity; KB-3-1 viability, CellTiter-Glo ATP luminescence, 72 h; Potency, µM (series often up to 46.1 µM), for the others: at the highest dose activity change, negative = cytotoxic, usual class: cytotoxic; 400,000 compounds, 1.4% hits; AID 1347075; further: on the % scale 0 is the no-effect control and ±100 the full control effect; nearly all actives have a fitted effect of over 60% in size
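Cytotoxicity in the drug-sensitive parental line KB-3-1 was scored as loss of CellTiter-Glo luminescence following 72 h incubation with compound. Values come from curve fitting of normalized concentration-response data.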
GLP-1R inv ag – acts as inverse agonist at human GLP-1 receptor. P43220. HEK293 GLP-1R CRE-luciferase, luminescence, 24 h; GLP-1R form is constitutively active. Potency, µM (doses to about 38.3 µM), for the others: at the top dose activity change, negative = inhibition, actives largely listed as inhibitors. 410,000 compounds, 1.6% hits; further: on the % scale 0 is the no-effect control and ±100 the full control effect; nearly all actives have a fitted effect of over 55% in size
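qHTS in 1536-well format: reporter HEK293 cells expressing constitutive GLP-1R activity in DMEM + 10% Nu serum, 24 hr with compounds at 37 deg C, luminescence read after 12 min with detection reagent.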
HEK293 tox – cytotoxicity in counter-screen for GLP-1R inverse agonists. AID 624418. HEK293 cAMP-luciferase reporter cells, luminescence, 24 h. Potency, µM (titrated, usually from 38.3 µM), for the others: at the top dose activity change, negative = inhibition, actives largely listed as inhibitors. 410,000 compounds, 0.13% hits;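 further: loss of luciferase light is scored as toxicity; on the % scale 0 is the no-effect control and ±100 the full control effect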
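Compound-treated cells are incubated 24 hr at 37 deg C under 5% CO2 after a 12 hour attachment period, then luciferase detection reagent is added and luminescence is measured following 12 min at room temperature; lowered signal indicates toxicity.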
SW480 rereplic – induces DNA re-replication in SW480 colon adenocarcinoma cells | SW480 DNA re-replication, Hoechst DNA content imaging, 48 h | Potency, µM (series often up to 46.1 µM), for the others: at the top dose re-replication activation, actives largely listed as activators | 340,000 compounds, 1.8% hits | AID 624297; further: % of control where 0% means no effect; nearly all actives have a fitted effect of over 55% in size
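250 cells/well; 23 nL cpd via pin tool; 48 hr, 37 C, 5% CO2; Hoechst 40 min; imager read of total nuclear intensity, ex 405/em 500-530 nm.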
KB-V1 MDR tox – KB-V1 MDR subline cytotoxicity. KB-V1 MDR cells viability, CellTiter-Glo, 72 h. Potency, µM (highest dose often 46.1 µM), for the others: at the top dose activity change, negative = cytotoxicity, hits mostly cytotoxic. 400,000 compounds, 3.4% hits. AID 1347076; further: on the % scale 0 is the no-effect control and ±100 the full control effect; nearly all actives have a fitted effect of over 60% in size
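Readout: CellTiter-Glo luminescence, 10 min after addition. Cells: KB-V1 MDR subline, 72 h at 37 degrees C with compound. Analysis: corrected, normalized data fitted to concentration-effect curves.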
* = called active by the depositor; ? = inconclusive; nt = no result given; [ ] = dose if it differs, or a comment. The call rests on the fitted dose curve; in most records, active means well fitted curve in the direction sought with a large enough effect; inconclusive means small, poorly fitted or top-dose-only effect, or another doubt; inactive means no such curve, though single readings can be large; an effect the other way counts as inactive or inconclusive. Potency means the concentration at half of the fitted maximal effect.

Order of values: KB-3-1 tox	GLP-1R inv ag	HT1080 IDH1KD tx	SW480 rereplic	KB-V1 MDR tox	HT1080-NT tox	HEK293 tox	GLP-1R agonist	TDP43 rescue
> O=C(CN1C(=O)COc2ccccc21)NCC1CCCO1 (centres undefined)
→ 0%	2%	5%	-4%	?	6%	14%	7%	-12%
> COc1ccc(-c2cc3ccc(OCc4nn[nH]n4)cc3oc2=O)cc1OC
→ 1%	1%	1%	-30%	-3%	2%	94%[activator]	-7%	2%
> CCCCOc1ccc(NC(=S)Nc2cc(C)nc(SCCCC)n2)cc1
→ -19%	-20%	23%	-2%	-8%	18%	13%	-3%	-2%
> CCN(CC(=O)NCc1ccc(Cl)cc1)C(=O)CSc1ccccc1F
→ -5%	?	0%	?	-11%	-4%	8%	1%	-22%
> O=C(CSc1nnc(CNC(=O)c2c(F)cccc2Cl)o1)NC1CCCCC1
→ 0%	8%	3%	-2%	18%	7%	-13%	4%	9%
> O=C(N/N=C\c1ccc(F)cc1)c1csnn1
→ -15%	13%	8%[9.24 µM]	-6%	5%	16%	-10%	0%	-12%
> Cc1cc2nc(-c3cccc(Cl)c3)c(Cc3ccsc3)n2c(C)c1Br
→ 1%	?	-18%	nt	-20%	-16%	0%	-8%	25%
> COC(=O)c1sc(SC)nc1N
→ ?	7%	4%	3%	3%	8%	-3%	9%	13%
> CC(C)(C)OC(=O)N1CCC(c2c(C(=O)Nc3ccc4c(c3)OCCO4)cnn2-c2ccc(Cl)cc2)CC1
→ -13%	-19%	nt	nt	-29%	nt	-3%	nt	-5%
> O=[N+]([O-])c1ccc(CSc2ncnc3c2ncn3[C@@H]2O[C@H](CO)[C@@H](O)[C@H]2O)cc1
→ 0%	-7%	-13%	1%	?	0%	5%	7%	19%
> CCN(CC)C(=S)Sc1c(-c2ccccc2)c2cc(Cl)ccc2[nH]c1=O
→ ?	?	?	6%	?	-17%	-19%	-5%	6%
> CCOc1ccc(C(=O)Nc2ncccc2Cl)cc1
→ -3%	9%	-6%	-14%	-5%	2%	-11%	-1%	-9%
> Cc1ccc(-c2noc(-c3ccccc3NC(=O)C3CC(=O)N(c4cccc(C)c4)C3)n2)cc1 (centres undefined)
→ 12%	4%	nt	nt	?	nt	4%	nt	14%[9.22 µM]
> CCOC(=O)N1CCN(c2c(-c3ccc(C)c(C)c3)c(=O)c2=O)CC1
→ 14%	4%	28%	-7%	-5%	24%	-15%	8%	?
> CSc1nnc(NC(=O)c2nc(S(=O)(=O)Cc3cccc(C)c3)ncc2Cl)s1
→ 16µM*	?	21µM*	21%	?	?	-1%	-5%	26%
> CCn1c(SCC(=O)Nc2oc(-c3ccccc3)c(-c3ccccc3)c2C#N)nnc1-c1ccco1
→ -12%	?	-14%	9%	?	-8%	31%[activator]	-10%	15%
> Cc1onc(-c2ccccc2Cl)c1C(=O)Nc1ccc(-c2nnc3n2CCCCC3)cc1
→ -1%	-21%	-5%	-5%	14%	-14%	10%	8%	14%
> CCNc1nc(NCC)nc(N(CC)C(N)=S)n1
→ 6%	105%[activator]	13%	-11%	?	8%	-7%	24%	-17%
> Cc1ccc2nc(C)c(C(=O)N/N=C/c3ccccc3[N+](=O)[O-])cc2c1
→ 3%	0%	-2%	2%	?	4%	1%	0%	?
> Cc1ccc2c(=O)c(C(=O)c3ccc(Cl)cc3)cn(CC(=O)Nc3ccc4c(c3)OCCO4)c2n1
→ 13%	5%	nt	nt	10%	nt	1%	nt	5%
> COc1cccc(OCc2cc(C(=O)NC3CCOCC3)no2)c1
→ 14%	7%	2%	-31%[inhibitor]	?	-5%	11%	-5%	11%
> O=C1/C(=C/c2ccco2)SC(=S)N1c1cccnc1
→ 1%	-24%	-4%	-3%	2%	-17%	?	-2%	-1%
> Cn1cc(C(=O)NS(=O)(=O)Nc2ccc(Br)cc2)c2ccccc21
→ 2%	7%	10%	-5%	11%	1%	4%	10%	3%
> CCCC1=C(C(=O)OCC)C(c2cccnc2)n2nc(C)nc2N1 (centres undefined)
→ 19%	18%	3%	-4%	-1%	10%	-2%	6%	11%
> CCN(CC)CCCN(Cc1cc2ccc(C)c(C)c2[nH]c1=O)C(=O)NC1CCCCC1
→ -29%	0%	-110%	14%	-15%	-90%	?	24%	-20%
> COc1ccccc1NC(=O)CSc1nccn1Cc1ccccc1
→ -6%	-22%	0%	-1%	?	-2%	1%	18%	-3%
> CO/N=C1\CCCc2c(C(=O)NN)sc(SC)c21
→ 3%	?	16µM*	?	-8%	16µM*	2%	18%	3%
> O=C(COC(=O)c1ccco1)Nc1cccc(Br)c1
→ 12%	-2%	-3%	-6%	?	0%	8%	13%	1%
> CS(=O)(=O)c1ccc(C(=O)NCc2ccccc2F)cc1
→ 1%	15%[0.307 µM]	19%	-3%	-1%	29%	2%[0.307 µM]	-6%	0%
> CNc1ccccc1C(C)(C)c1cc(-c2cccc(OC)c2)no1
→ ?	7.1µM*	?	-15%	-16%	-12%	-11%	7%	-14%
> O=C(Cn1nnc(-c2ccccc2)n1)Nc1cccc(S(=O)(=O)N2CCCC2)c1
→ -26%	?	-16%	-1%	-17%	-13%	-5%	27%	8%
> Cc1ccc(-n2c(-c3ccco3)n[nH]c2=S)cc1
→ -12%	15%	5%	-10%	-4%	20%	-8%	11%	-8%[9.22 µM]
> Cc1ccc(-c2nn3c(C)nnc3c3ccccc23)cc1S(=O)(=O)N1CCN(CCO)CC1
→ -21%	5%	-18%	-6%	-11%	-5%	?	13%	12%
> CCS(=O)(=O)c1ccc2oc(Nc3ccc(OC)cc3)nc2c1
→ -8%	1%	-1%	-4%	-28%	0%	9%	11%	-3%
> COc1ccc(S(=O)(=O)N2CCOCC2)cc1NC(=O)Cc1ccccc1Cl
→ 15%	22%	-6%	-6%	-3%	-2%	4%	8%	17%
> COC(=O)Cn1c(=O)c2c(nc3n2CC(C)CN3Cc2ccccc2)n(C)c1=O (centres undefined)
→ 0%	-18%	0%	9%	-7%	0%	2%	2%	-37%[inhibitor]
> O=C(c1cccs1)N1CCN(C2CCCCC2)CC1
→ -1%	-3%	0%	-9%	15%	-8%	-5%	-2%	-1%
> Cc1cccn2c(=O)c(/C=C(\C#N)S(=O)(=O)c3ccccc3)c(N3CCC(C(N)=O)CC3)nc12
→ 19%	-8%	-11%	-13%	17%	0%	-18%	1%	-1%
> O=S(=O)(Nc1ccc(C(F)(F)F)cc1)c1cnc[nH]1
→ -17%	-11%	0%	?	21%	-11%	-7%	-2%	-15%
> CCOc1ccccc1CNC(=O)CN(c1ccc(C)cc1)S(=O)(=O)N(C)C
→ ?	?	nt	nt	-1%	nt	-1%	nt	20%
> COc1ccc(CN(C)C(=O)Cn2ccc(N)nc2=O)cc1OC
→ -1%	28%	0%	1%	0%	4%	-12%	-1%	-9%
> CC(CCOC1=NS(=O)(=O)c2ccccc21)NC(=O)C(=O)Nc1ccccc1 (centres undefined)
→ 1%	-1%	12%	-12%	-5%	0%	2%	-1%	3%
> Cc1nn(-c2ncc(C(F)(F)F)cc2Cl)c(=O)n1-c1cccc(Cl)c1
→ -1%	0%	-1%	4%	1%	10%	-17%	-5%	3%
> COc1ccccc1NC(=S)N(Cc1cccs1)C1CCCC1
→ -4%	-70%	-6%	-5%	-27%	-1%	-15%	5%	-1%
> COc1ccc(NC(=O)C2CCCN2c2nn3c(=O)cc(C)nc3s2)cc1 (centres undefined)
→ 0%	7%	-3%	1%	-30%	5%	-5%	2%	-12%
> CCOC(=O)C1CCCN(CC(O)COCc2ccc3c(c2)OCO3)C1 (centres undefined)
→ 12%	-10%	9%	-2%	-26%	19%	1%	0%	-17%
> C#CCOc1ccc(CNC[C@H]2O[C@@H](n3cnc4c(N)ncnc43)[C@H](O)[C@@H]2O)cc1
→ 0%	14%	3%	1%	-6%	8%	13%	-2%	18%
> CCc1ccc(C2CC(c3ccccc3C)n3nc(N)nc3N2)cc1 (centres undefined)
→ 15%	3%	9%	-3%	1%	2%	-7%	-1%	18%
> O=S(=O)(NCc1ccc(Cl)cc1Cl)c1ccc(N2CCOCC2)nc1
→ 0%	107%[activator]	-11%	1%	20%	1%	-11%	?	6%
> CCN(CC)CCCOc1nc(C)nc2c1oc1ccccc12
→ 8%	-30%	-18%	0%	?	-21%	-19%	0%	5%

Continuation.
Order of values: KB-3-1 tox	GLP-1R inv ag	HT1080 IDH1KD tx	SW480 rereplic	KB-V1 MDR tox	HT1080-NT tox	HEK293 tox	GLP-1R agonist	TDP43 rescue
> NC(=S)N/N=C/c1ccc(-c2ccc([N+](=O)[O-])cc2)o1
→ -12%	?	-7%	?	-28%	-10%	?	-3%	10%
> Cc1cccc(C(=O)NNC(=O)CCn2nnc3ccccc32)c1
→ 0%	18%	8%	-5%	-3%	12%	6%	6%	-15%
> Cc1ccc(Nc2nc(CSc3nnc(-c4ccncc4)n3-c3ccccc3C)cs2)cc1
→ ?	?	?	20%	?	-10%	?	-3%	24%
> CN(C(=O)CSc1nnc(-c2cccs2)n1N)c1ccccc1
→ -14%	7%	-3%	-1%	-20%	-3%	-1%	2%	-3%
> CCCNC(=O)C1(C)CCN(C(=O)c2ccc3ccccc3c2)C1 (centres undefined)
→ 0%	17%	19%	nt	6%	8%	8%	6%	16%
> O=C(NCc1ccccc1)C1c2ccccc2OCC(=O)N1Cc1ccco1 (centres undefined)
→ -10%	4%	7%	nt	30%	12%	-2%	10%	0%
> CCCOc1ccc(-c2nnc(-c3ccco3)o2)cc1
→ -10%	?	1%	1%	-17%	-1%	7%	-16%	?
> Cn1c(=O)c2c(ncn2CC(=O)N/N=C/c2ccco2)n(C)c1=O
→ 23%	18%	5%	-9%	0%	3%	-13%	1%	14%
> O=S(=O)(NCc1cccnc1)c1ccc(Cl)cc1
→ -2%	8%	11%	-8%	-2%	7%	-1%	-7%	-1%
